TGFb inhibitor: inhibitors of TGF-b signaling | HepG2 CAGA-GFP TGF-b/SMAD3 reporter, GFP fluorescence, 18 h; TGF-beta stimulated, 500 pg/mL final | Potency, µM (series often up to 46.1 µM), for inactives: at the top dose activity, negative = inhibition, most hits filed as inhibitors | 410,000 tested, 1.2% active; further: potency means the concentration at half of the fitted maximal effect; on the % scale 0 is the no-effect control and ±100 the full control effect; nearly all actives have a fitted effect of over 65% in size
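Inhibition of TGF-beta-driven CAGA-GFP reporter expression in HEPG2 cells is measured by cellular GFP fluorescence after 18 h stimulation with 500 pg/mL recombinant TGF-beta in 1% FBS medium at 37 degrees C.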
pAkt inh: Akt phosphorylation inhibition. Neuro2A IGF-stimulated pAkt S473 HTRF, 20 min; active compounds read low. activity change, % for hits at 50 µM. 360,000 tested, 0.32% active. AID 651550; in the data active means activity change below about -80%; inconclusive means mostly about -51% to -80%; further: on the % scale 0 is the no-effect control and ±100 the full control effect
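Neuro2A cells (4,500/well, DMEM with 0.5% FBS) were treated with compound at a single 50 µM final concentration, stimulated with 6 nM IGF for 20 min at 37 °C, and lysed. Phospho-Akt Ser473 was read by HTRF as 665/615 ratio ×10^4.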
HepG2 tox: kills HepG2 cells in TGF-b inhibitor counter-screen; HepG2 CAGA-GFP viability, ATP luminescence, 18 h; Potency, µM (series often up to 46.1 µM), for inactives: at the top dose activity change, negative = cytotoxicity, usual class: cytotoxic; 410,000 tested, 0.76% active; further: potency means the concentration at half of the fitted maximal effect; some results filed as inactive show a strong effect at the top dose
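CellTiter-Glo luminescence gave cytotoxicity after 18 hours at 37 degrees C. The cells were HepG2 CAGA-GFP in 1% FBS DMEM, stimulated with 500 pg/mL TGF-beta after compound addition. %Activity was normalised to no-cell wells (complete cell-killing) and DMSO (no toxicity), and curves were fitted and classified.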
Nrf2 inh: Nrf2 pathway inhibition | Potency, µM (series often up to 46 µM), for inactives: at the highest dose activity change, negative = inhibition, hits mostly inhibitors | A549 ARE-Fluc reporter, luciferase luminescence, 18-24 h | 360,000 tested, 2.1% active; further: potency means the concentration at half of the fitted maximal effect; on the % scale 0 is the no-effect control and ±100 the full control effect; nearly all actives have a fitted effect of over 60% in size
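Nrf2 function is reported as luminescence of an ARE-controlled luciferase in A549 cells. Compounds were tested at several concentrations, and a CellTiter-Fluor read on the same wells flagged cytotoxicity.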
Nrf2 activator: activators of Nrf2 (ARE) signaling; AREc32 ARE-luciferase reporter (MCF7-derived line), luminescence, 24 h; Potency, µM (series often up to 46.1 µM), without a hit: top-dose activation, usual class: activators; 410,000 tested, 0.31% active; further: potency means the concentration at half of the fitted maximal effect; % of control where 0% means no effect; nearly all actives have a fitted effect of over 65% in size
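Luciferase luminescence (Steady-Glo, 30 min at room temperature) served as the read-out of ARE activation in AREc32 cells treated with compounds for 24 hr at 37 deg C.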
ATXN viability: reduces viability in counter-screen for ATXN expression inhibitors | S2 cells (HEK-293 line with an ATXN2-luciferase reporter) viability, CellTiter-Fluor protease fluorescence, 24 h | Potency, µM (top dose mostly 56.7 µM), hits mostly cytotoxic | 400,000 tested, 0.49% active | AID 651635; further: potency means the concentration at half of the fitted maximal effect; nearly all actives have a fitted effect of over 40% in size
A549 viability: A549 cytotoxicity, counter-screen for Nrf2 inhibitors; Potency, µM (doses to about 46 µM), for the others: at the top dose activity change, negative = cytotoxicity, most hits filed as inhibitors; 390,000 tested, 0.16% active; AID 504648; A549 ARE-Fluc cells, CellTiter-Fluor viability, 18-24 h; further: potency means the concentration at half of the fitted maximal effect; on the % scale 0 is the no-effect control and ±100 the full control effect
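A549 ARE_Fluc cells in 5% FBS OPTI-MEM were exposed to compounds in concentration-response for 18-24 h at 37 deg C. Viability was read by CellTiter-Fluor fluorescence (Ex 405/Em 525) after 30 min, before the luciferase read.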
CCT modulator: modulators of cytosolic chaperonin (CCT/TRiC) activity; purified chaperonin ATPase assay, HTRF ADP detection, 30 min; activity change, % (test concentration not listed), hits read low; 360,000 tested, 0.3% active; in the data active means activity change below about -30%; further: on the % scale 0 is the no-effect control and ±100 the full control effect
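ATPase activity: ADP formed was measured by HTRF Transcreener (665/615 nm ratio) after 30 min at 37 deg C with 10 uM ATP. Compounds screened at one 76 uM concentration against 40 or 20 nM TRiC in Tris pH 7.4/KCl/MgCl2/DTT buffer.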
Mm-Cpn inhibitor: inhibitors of Methanococcus maripaludis chaperonin (MmCpn); purified Mm-Cpn ATPase, ADP Transcreener TR-FRET; Potency, µM (highest dose often 76.9 µM), inactives show at the top dose activity, negative = inhibition, hits mostly inhibitors; 330,000 tested, 0.031% active; AID 504842; further: potency means the concentration at half of the fitted maximal effect; on the % scale 0 is the no-effect control and ±100 the full control effect; nearly all actives have a fitted effect of over 80% in size
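Reaction buffer contained 30 mM Tris pH 7.4, 100 mM KCl, 5 mM MgCl2 and 1 mM DTT. Mm-CPN (25 nM final) hydrolysed 10 uM ATP over 30 min at 37°C; ADP was read by HTRF.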
* marks the source's active call; other numbers are inactive results; i = inactive; ? = inconclusive; . = no result given; [ ] = another dose, or the depositor's remark. Unless noted, the call rests on the fitted dose curve; in most records, active means well fitted curve in the direction sought with a large enough effect; inconclusive means small, poorly fitted or top-dose-only effect, or another doubt; inactive means no such curve, though single readings can be large; an effect the other way counts as inactive or inconclusive. Not a hit list; any-hit rate near 4.4%.

SMILES | TGFb inhibitor | pAkt inh | HepG2 tox | Nrf2 inh | Nrf2 activator | ATXN viability | A549 viability | CCT modulator | Mm-Cpn inhibitor
COC(=O)CCC(C(=O)CN1C(=O)c2ccccc2C1=O)N1C(=O)c2ccccc2C1=O (stereo unspecified) | -0.1% | i | -1.0% | 7.3% | -0.6% | i | -0.9% | -3.6 | .
CCCN(CC(=O)Nc1ccccc1C)C(=O)c1ccc(N2CCCCCC2)c([N+](=O)[O-])c1 | -12.6% | i | -4.8% | -3.2% | -0.3% | ? | -6.5% | -0.6 | 0.5%
CCC[C@@H](CN1CCC[C@H]1CN1C(N)=NC[C@H]1CC(C)C)N1C[C@@H]([C@H](C)CC)N(CCc2ccc(Cl)c(Cl)c2)C1=N | 9.3% | i | -45.2% | 5.8% | 4.0% | i | 3.6% | -0.5 | -1.1%
COc1ccc(C(=O)O/N=C(\N)c2ccccc2)cc1 | -22.8% | i | -13.3% | ? | -0.7% | i | 0.1% | 0.4 | 0.8%
COCCNc1ccc(-c2nc(-c3cccc(C)c3)no2)cc1[N+](=O)[O-] | -0.4% | . | 1.2% | 10.9% | 6.8% | i | -0.4% | . | .
O=C(NCc1cccnc1)Nc1cccc(Cl)c1Cl | 1.7% | i | -3.8% | 7.3% | -0.1% | i | 6.7% | -0.2 | 1.4%
Cc1cccc(N/C(=N\S(=O)(=O)c2ccccc2)C(F)(F)F)c1 | 10.4% | i | -43.9% | -7.1% | -0.2% | i | -1.9% | -4.2 | -0.9%
Nc1ccnc(=O)[nH]1 | 12.4% | i | -9.3% | -6.1% | -0.6% | i | -6.9% | -3.9 | -0.8%
COC(=O)[C@@]1(Sc2ccc(C)cc2)CC(=O)N(c2cccc(SC)c2)[C@@H]1c1ccccc1 | . | i | . | . | 3.9% | ? | . | 0.1 | .
O=C(COc1coc(CN2CCN(c3ccc(F)cc3)CC2)cc1=O)NCC1CCCO1 (stereo unspecified) | 13.9% | i | 8.8% | -11.8% | 0.0% | i | 0.8% | -2.1 | -0.9%
O=[N+]([O-])c1cc(C=Nc2ccc3ccccc3c2)ccc1Br | -29.4% | i | -46.0% | 10.9% | 24.5% | ? | 8.8% | -4.0 | 1.2%
Cc1ccc2nc(-c3ccc(F)cc3)c(Cc3ccccc3C(F)(F)F)n2c1 | ? | i | -45.8% | . | 14.6% | ? | . | 0.8 | .
NC(=O)Nc1ccc(C(=O)OCC(=O)Nc2ccc(Cl)cn2)cc1 | 14.1% | i | -0.1% | 6.0% | 0.4% | ? | 0.6% | 0.1 | 0.5%
CC1CCN(C(=O)CCCOc2cc(=O)n(C)c3ccccc23)CC1 | -0.6% | i | -6.4% | ? | 7.2% | i | -7.5% | -1.8 | 1.0%
CC1C(=O)Nc2ccccc2N1C(=O)c1ccc(Cl)cc1 (stereo unspecified) | -4.2% | i | -2.1% | -23.6% | -0.5% | i | 5.0% | -0.7 | 2.2%
O=[N+]([O-])c1ccc2c(c1)C(N1CCOCC1)/C(=C/COc1ccc3ccccc3c1Br)O2 (stereo unspecified) | -5.5% | i | -0.2% | -2.6% | 3.1% | i | 1.3% | -0.3 | -1.0%
O=C(NCc1nnnn1-c1ccc(F)cc1)c1ccc(S(=O)(=O)N2CCOCC2)cc1 | 8.3% | i | 1.5% | . | -0.8% | ? | . | 1.6 | .
COc1ccc(OC(C)C(=O)N(C)Cc2nc(-c3cccc(C)c3)no2)cc1 (stereo unspecified) | -10.7% | i | -18.1% | ? | 0.7% | i | -0.8% | -2.6 | 0.9%
CN(c1ccccc1)S(=O)(=O)c1ccc(C(=O)N2CCc3ccccc3C2)cc1 | ? | i | -25.4% | ? | 3.9% | i | 15.4% | -1.4 | -0.6%
CCN(CC)C(=O)Oc1ccc2cc(Br)ccc2c1 | -18.9% | i | 6.3% | 0.4% | 1.5% | i | 1.9% | -2.2 | -5.8%
O=C1CC(c2ccccc2)=C(c2ccccc2)C1c1ccccc1 (stereo unspecified) | -16.2% | i | -9.0% | 9.5% | 6.7% | ? | -7.5% | -2.3 | .
COc1ccc(CNC(=O)c2cc3ccccc3oc2=O)cc1 | -4.0% | i | -2.4% | -4.8% | 1.8% | i | 8.0% | -2.2 | -2.3%
O=C(Cc1ccc([N+](=O)[O-])cc1)Nc1ccon1 | 6.9% | i | -0.7% | 1.4% | 2.1% | i | 3.9% | -0.9 | 1.1%
CC(CN1C(C)CCCC1C)OC(=O)c1ccc(F)cc1 (stereo unspecified) | 10.3% | i | -5.2% | 0.0% | -0.2% | i | 1.5% | -1.0 | 1.3%
CN(CC(=O)N1CCCCCC1)S(=O)(=O)c1cccc2cccnc12 | 13.6% | i | 14.8% | 12.1% | -0.1% | i | -1.4% | -1.5 | 1.0%
Continued.
SMILES | TGFb inhibitor | pAkt inh | HepG2 tox | Nrf2 inh | Nrf2 activator | ATXN viability | A549 viability | CCT modulator | Mm-Cpn inhibitor
O=C(NNC(=O)c1cccnc1SCc1cccc([N+](=O)[O-])c1)c1ccccn1 | ? | i | -17.6% | ? | 0.1% | i | -0.7% | -1.6 | -2.0%
Cc1ccc(CN(C)C(=O)C2CCC(=O)N(CCc3ccccc3)C2)o1 (stereo unspecified) | -7.8% | i | 3.1% | ? | 6.4% | i | -2.5% | 0.9 | -2.8%
CNc1cc(NS(=O)(=O)c2ccc(N)cc2)nc(NC)n1 | 1.0% | i | -45.3% | 9.9% | -0.2% | i | -0.9% | -1.3 | 1.5%
CCN(CC)c1ccc(C(=O)NNC(=O)CNC(=O)c2cccs2)cc1 | -8.3% | i | 2.0% | 2.7% | 0.1% | i | 10.0% | -5.7 | -5.2%
O=C(CSCc1cccc(Br)c1)N1CCOCC1 | ? | i | 1.4% | 8.1% | 2.6% | i | . | -2.1 | -0.4%
COC(/C=C/Nc1ccc(Cl)cc1)=C(C#N)C#N | 7.5% | i | -18.0% | ? | 2.0% | ? | -1.7% | 0.7 | 4.3%
CCCc1nc2ccccc2n1CCc1ccccc1 | -22.0% | i | -25.3% | 3.1% | 0.2% | i | -8.6% | -3.6 | 2.9%
CS(=O)(=O)c1ccc(-n2nnc3ccccc32)c([N+](=O)[O-])c1 | 2.7% | i | -114.0% | 24.1% | 14.1% | i | 2.5% | 0.6 | -0.1%
O=C(Cc1cccs1)N/N=C/C=C/c1ccco1 | ? | i | -17.4% | 13.3% | 12.6µM* | i | 12.1% | 0.4 | 2.4%
COc1ccc(C(=O)Nc2nc3c(s2)CCCC3)cc1S(=O)(=O)N1CCCc2ccccc21 | 0.2% | i | -1.0% | ? | 2.6% | ? | -8.5% | -2.9 | -28.7%
COc1ccc(NS(=O)(=O)c2cccc(C(=O)NCC(c3cccs3)N3CCOCC3)c2)cc1 (stereo unspecified) | -6.1% | i | 3.2% | -13.4% | 3.2% | i | -5.3% | -1.7 | -0.1%
Cc1cc(C)cc(NC(=O)CCc2nnc3n(CC(C)C)c(=O)c4ccccc4n23)c1 | -7.5% | . | -4.2% | 8.4% | -0.4% | . | 0.9% | . | .
COc1cc2nc(Nc3cccc(C)c3)nc(N)c2cc1OC | ? | . | -76.7% | 23.0% | 21.3% | ? | 0.4% | . | .
Cc1ccc(NC(=O)c2cccc3c2C(=O)N(C2CCCCC2)C3)c(Cl)c1 | -4.1% | i | -4.3% | ? | -0.5% | i | 6.5% | 0.2 | -2.4%
CCOc1ccc(S(=O)(=O)NCC(=O)N(C)Cc2cccnc2)cc1 | 0.0% | i | 8.2% | 8.9% | -0.5% | i | -2.1% | -0.7 | 0.4%
CCN1/C(=C2\C(=O)N(C)C(=S)N2C)C=Cc2cc(OC)ccc21 | 0.5% | i | 9.0% | ? | 2.5% | i | -20.8% | -0.1 | -2.8%
CCOc1ccc(CSC2=NCCN2)cc1Cl | 0.0% | i | -10.9% | ? | 4.5% | ? | -0.9% | 0.4 | 0.8%
CCOC(=O)C1CCC(CN(Cc2ccc(Cl)cc2)S(=O)(=O)c2cccc(Cl)c2C)CC1 (stereo unspecified) | 0.2% | . | 2.2% | . | 1.0% | i | -4.9% | . | .
CC1(C(=O)NCc2cccs2)CCN1C(=O)Cc1ccc(Cl)cc1Cl (stereo unspecified) | 12.1% | i | -3.9% | . | 0.3%[9.22 µM] | i | . | -1.4 | .
CCc1cccc(C)c1N1C(=O)CN(Cc2ccccc2)C1=S | 43.4%[activator] | i | -11.4% | 2.8% | 3.1% | i | 3.0% | 1.0 | 2.3%
CCOC(=O)C1CCCCN1S(=O)(=O)c1ccc2c(c1)CC(C)N2C(=O)C1CCC1 (stereo unspecified) | -26.0% | i | -26.4% | 5.4% | 1.8% | i | 0.8% | -2.4 | -1.7%
COc1ccc(C(CNC(=O)c2oc3ccc(OC)cc3c2C)N2CCCC2)cc1 (stereo unspecified) | ? | i | -29.1% | 10.3% | 3.4% | i | -1.9% | 0.5 | 0.2%
N#CN=c1snc(-c2ccccc2Cl)n1-c1ccc(F)cc1 | 4.7% | . | -0.8% | ? | . | . | -1.1% | . | .
Cc1ccc(C(F)(F)F)cc1NC(N)=S | 1.1% | i | -20.1% | -6.4% | 1.9% | i | 1.2% | -1.6 | 1.0%
COc1ccc(C(=O)NC(=S)Nc2ccc(S(=O)(=O)Nc3cc(OC)ncn3)cc2)cc1 | -4.4% | i | -18.0% | -16.4% | -0.6% | i | 16.9% | -1.3 | 0.2%
Cc1cc(N2C(=O)C=CC2=O)c([N+](=O)[O-])cc1C | ? | i | -76.6% | ? | 10.0% | ? | 3.1% | 3.0 | -2.3%
COC(=O)C(C)Sc1nc(N)c(NC(=O)c2ccco2)c(=O)[nH]1 (stereo unspecified) | 2.7% | i | -13.8% | 12.4% | -0.9% | i | 4.1% | -1.5 | -1.3%

Bioassay records as filed in PubChem BioAssay.
